PDI turbidity = inhibitors of human PDI, primary screen, biochemical, turbidity, single point, plate reader; Protein disulfide-isomerase (Homo sapiens), P07237; PDI insulin aggregation turbidity, A650, 90 min; inhibition, % at 10 µM; hit rate 0.052% among 350,000; AID 588391, 2011;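 active = mean inhibition across replicates of 30% or more, whatever share of single replicates reach that level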;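 note: absorbance from insulin aggregation driven by PDI reduction with DTT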
Target sequence (P07237 whole entry, looked up): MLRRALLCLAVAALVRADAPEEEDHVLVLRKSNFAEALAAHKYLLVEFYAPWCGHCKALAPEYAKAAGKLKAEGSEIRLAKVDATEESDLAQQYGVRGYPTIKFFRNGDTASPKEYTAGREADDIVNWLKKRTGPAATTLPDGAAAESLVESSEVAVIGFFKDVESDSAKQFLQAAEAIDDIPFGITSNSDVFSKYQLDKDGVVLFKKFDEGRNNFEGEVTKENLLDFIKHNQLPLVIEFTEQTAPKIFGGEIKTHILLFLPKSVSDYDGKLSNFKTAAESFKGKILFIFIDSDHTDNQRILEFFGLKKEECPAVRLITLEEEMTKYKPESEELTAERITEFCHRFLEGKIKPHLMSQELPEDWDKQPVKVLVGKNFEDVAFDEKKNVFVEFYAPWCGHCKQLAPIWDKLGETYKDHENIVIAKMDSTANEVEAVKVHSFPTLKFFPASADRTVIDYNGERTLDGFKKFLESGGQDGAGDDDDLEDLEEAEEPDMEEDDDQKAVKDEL
H9c2 protect = cardioprotection against H2O2-induced cell death, primary screen, uHTS, H9c2 cells, ATPLite luminescence | protection from H2O2 cell death, % at 20 µM | hit rate 0.63% among 360,000 | H9c2 cardiomyocytes, H2O2 injury protection, 2 h;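 active = compounds giving at least 50% protection of heart cells from peroxide-induced death in the single-dose screen, raw or plate-pattern-corrected value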;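 note: 0% = DMSO wells with peroxide and 100% = DMSO wells without peroxide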
ABCB6 inh MLPCN = ABCB6 transporter inhibitors, primary screen, K562-ABCB6 cells, flow cytometry, MLPCN library | hit rate 0.19% among 360,000 | ATP-binding cassette sub-family B member 6 (Homo sapiens), Q9NP58 | AID 602162, 2011 | fluorescence ratio to DMSO, % at 10 µM | K562-ABCB6 porphyrin accumulation, 1 h; stronger effect = lower value;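 active = fluorescence ratio to DMSO below 75%, the collection mean minus 3 SD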;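 note: signal is porphyrin accumulated inside mitochondria; 100% equals median channel fluorescence of DMSO control wells; lower ratio means ABCB6 inhibition with less porphyrin fluorescence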
CaV13 FRET inh = Primary screen for inhibitors of IQ motif and Ca2+-dependent inactivation inhibitor domain binding in CACNA1D, Förster resonance energy transfer in living cells, …; HEK cells, CFP/YFP FRET ICDI-IQ, plate reader, 10 min; percent FRET-ratio fall versus neutral wells; inhibition, % at 12.3 µM; hit rate 0.098% among 340,000;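 active = mean replicate inhibition of at least 30% and at least 1% of replicates passing that level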;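 note: 0% = median of the neutral control wells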
Glyco luc inh = increase of ERlucT glycosylation luciferase signal, primary screen, N-linked glycosylation inhibitor project, D54 ERlucT cells, luminescence, set 2 | D54 ERlucT glycosylation luciferase reporter, 24 h; percent of 100 nM tunicamycin response | reporter increase, % at 12.5 µM | hit rate 0.23% among 360,000 | AID 588692, 2011;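 active = mean luciferase reporter signal, scaled so untreated is 0 and the glycosylation-blocking control 100, at or above a set limit in every replicate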;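 note: luciferase carries N-glycosylation sites so blocking glycosylation raises the light; 0% = median of neutral control wells and 100% = median of 100 nM tunicamycin wells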
aDG glyco up = activators of alpha-DG glycosylation, primary screen, uHTS, Pro5-aDG cells, AlphaScreen. hit rate 0.22% among 360,000. activation, % at 10 µM. alpha-DG glycosylation AlphaScreen (IIH6); 0% Pro5, 100% B10-LARGE cell signal. AID 624168, 2012;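 active = activation of at least 8% versus controls, or a plate z-score of at least 8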;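 note: Pro5 are CHO cells carrying HIG-tagged alpha-DG that lacks glycosylation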
Exocytosis inh = LAMP-1 surface exposure blockers, TALL-104 cells – cell-based, flow cytometry, MLPCN library, primary screen; AID 651702, 2012; inhibition, % at 10 µM; hit rate 0.66% among 360,000; TALL-104 LAMP-1 surface exposure; cells stimulated with thapsigargin and PMA;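 active = inhibition above about 55%, limit read from the data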
iPSC survival up = enhancers of single-cell hiPSC survival, primary screen, ATPlite luminescence; 100% = ROCK inhibitor wells, 0% = DMSO; survival enhancement, % at 20 µM; hit rate 0.044% among 360,000; AID 602274, 2012; in the data active = survival enhancement above about 18%;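 note: cells exposed to compounds for 16 hours before the ATP read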
m5-HT2A agonist = mouse Htr2a agonists via beta-arrestin recruitment, primary screen, cell-based, luminescence; 5-hydroxytryptamine receptor 2A (Mus musculus), P35363; CHO-K1 mHTR2A beta-arrestin complementation; percent of 30 µM serotonin response; activation, % at 7.6 µM; hit rate 0.66% among 360,000; AID 624169, 2012;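 active = activation above a run cutoff, the mean activation of all tested compounds plus 3 SD, cut at about 14% in these data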;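 note: 0% = plate median of compound wells and 100% = 30 µM serotonin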
Target sequence (P35363 whole entry, looked up): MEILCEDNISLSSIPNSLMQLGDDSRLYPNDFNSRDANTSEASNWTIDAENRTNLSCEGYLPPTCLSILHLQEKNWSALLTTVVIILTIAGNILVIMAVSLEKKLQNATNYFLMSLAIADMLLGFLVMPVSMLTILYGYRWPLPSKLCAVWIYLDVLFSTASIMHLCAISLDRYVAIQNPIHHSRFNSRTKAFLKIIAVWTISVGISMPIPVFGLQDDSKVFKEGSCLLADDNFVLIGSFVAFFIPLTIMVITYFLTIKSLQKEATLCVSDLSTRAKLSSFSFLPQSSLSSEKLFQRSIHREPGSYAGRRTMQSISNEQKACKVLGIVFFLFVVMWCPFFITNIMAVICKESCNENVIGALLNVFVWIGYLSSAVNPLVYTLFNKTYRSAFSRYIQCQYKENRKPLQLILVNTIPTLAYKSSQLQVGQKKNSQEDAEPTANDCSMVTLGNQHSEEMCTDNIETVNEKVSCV
Vif inh = HIV Vif self-association inhibitors, primary screen, imaging, HEK293T, single point | HEK293T cells, Vif self-association by quenched fluorescence, 24 h | inhibition, % at 7.49 µM | hit rate 0.35% among 340,000 | AID 602346, 2012; in the data active = inhibition above about 50%, passing the limit was not always enough; note: some results filed as inactive read as strong as hits
Numbers without * were called inactive; · = no result given.

SMILES	PDI turbidity	H9c2 protect	ABCB6 inh MLPCN	CaV13 FRET inh	Glyco luc inh	aDG glyco up	Exocytosis inh	iPSC survival up	m5-HT2A agonist	Vif inh
COc1cc(C(=O)OCC(=O)N(C)c2ccccc2)cc(OC)c1OC	-24	2	99	-4	3	0.0	2	-0.1	0	-17
O=C(Nc1nnc(S(=O)(=O)N2CCOCC2)s1)c1ccc(F)cc1	·	-1	102	8	1	8.7*	-1	0.3	11	19
CCCCCCCCCCCCN1[C@@H](CC(=O)O)c2cc(C(F)(F)F)ccc2S1(=O)=O	-7	-5	93	-3	-1	0.2	-3	-1.0	-2	-1
CN(NS(=O)(=O)c1ccc(F)cc1)c1ncc(C(F)(F)F)cc1Cl	5	2	96	0	1	-0.3	9	-0.7	-6	3
Cc1nn2c(=O)[nH]cnc2c1Cl	-1	2	104	-6	1	-0.2	1	5.2	9	-2
O=C(c1ccc2ncsc2c1)N1CCN(c2ccccc2Cl)CC1	-2	2	100	-7	3	-0.2	0	-0.3	0	-1
c1cn2c(NC3CCCC3)c(-c3ccc(N4CCOCC4)cc3)nc2cn1	·	-21	97	-31	-4	-0.1	7	-4.8	3	15
CCc1ccccc1NC(=O)CN(C)C(=O)COC(=O)c1ccccc1Cl	-5	-1	93	-2	3	-0.1	4	-0.3	-5	2
CN(C)C1(CNC(=O)c2cccc(S(=O)(=O)NCc3ccccc3)c2)CCCCC1	9	-4	100	-6	0	0.0	8	-0.2	0	-2
Cn1cccc1Cc1nnc(SCC(=O)NCc2ccccc2Cl)n1-c1ccc(F)cc1	·	1	101	-11	-2	-0.1	0	0.1	6	6
C=CCNC(=O)c1cccc(OC2CCN(CC(C)(C)C)CC2)c1	1	5	101	10	-4	0.0	-1	0.3	-1	8
COc1ccc2c(c1)CC/C(=C/c1ccncc1)C2=O	-4	-11	89	·	0	1.9	-3	-1.7	7	-9
CCOC(=O)c1ccccc1NC(=O)CSc1nc2ccccc2o1	-3	-9	107	-5	-1	0.2	2	0.2	0	3
Cc1nnc(N(CCC#N)CCC#N)s1	2	6	105	-5	1	0.0	3	0.9	-1	-7
O=C(CC1C(=O)N(c2ccccc2)C(=S)N1c1ccccc1)c1ccccc1 (stereo unspecified)	-2	-1	94	-1	-4	0.5	-4	-0.5	-1	-1
COc1ccc(CN(C(=O)c2cccs2)c2ccccc2C(=O)O)cc1	-2	-1	99	2	-1	0.1	-3	-0.3	4	2
Cc1ccc(S(=O)(=O)N/N=C2/CC(c3ccccc3)Oc3ccccc32)cc1 (stereo unspecified)	-7	-19	100	-4	-4	-0.2	0	-0.4	-10	6
COc1ccc(CNC(=O)CCS(=O)(=O)Cc2cccc(Cl)c2)c(OC)c1	-7	8	95	5	0	0.1	0	-0.4	-1	-3
Cc1cc(C)cc(SCc2noc(C(=O)NCc3ccccc3)c2C(=O)NCc2ccccc2)c1	-7	-10	100	-5	-3	-0.1	-4	-1.9	4	24
Cc1csc(-c2nc3ccccc3n2C(C(=O)NC(C)(C)C)c2ccccc2)c1 (stereo unspecified)	·	·	·	-16	·	0.2	-12	·	5	·
Cc1ccnc2nc(C(=O)OCCOc3ccc(F)cc3)nn12	-1	8	101	-2	2	-0.2	2	0.0	0	15
Cc1cccc(NC(=S)NC(C)C(c2cccs2)N2CCN(C)CC2)c1C (stereo unspecified)	2	-1	96	-4	-3	0.2	2	0.0	-11	-1
C[C@@H]1OC(C2CCCCC2)N(C)[C@H]2C[C@H]3c4[nH]c5ccccc5c4CCN3C[C@@H]12 (stereo partly specified)	·	-7	106	-6	0	0.3	8	-1.8	-6	-3
Cc1c(Cl)cccc1NC(=S)NCCCN(C)C	2	-11	99	-4	0	-0.1	2	-0.2	0	22
CC(=O)/C=C1\OCc2cc(OCc3ccccc3)ccc21	·	·	·	-11	·	0.0	-5	·	3	·
CCC(Oc1cccc(C)c1)C(=O)Nc1ccccc1C(=O)N1CCOCC1 (stereo unspecified)	12	12	101	-6	0	0.0	10	0.7	-3	-10
CSCCC(NC(=O)COc1ccccc1)C(=O)N1CC(C)OC(C)C1 (stereo unspecified)	-2	4	99	-16	2	-0.2	-6	0.5	1	-1
COc1ccccc1-c1cnnc(N/N=C/c2ccc(-c3cccc(Br)c3)o2)n1	-7	42	88	-5	0	-0.1	-6	0.1	2	-3
O=C(COc1cc(O)c2c(=O)cc(-c3ccccc3)oc2c1)c1ccccc1	-2	12	116	·	2	-0.1	0	-2.2	0	3
CN(C(=O)CSc1nc(O)cc(=O)n1-c1ccccc1F)c1ccccc1	-9	0	95	-5	2	0.2	-2	-0.5	5	-7
O=C(Nc1ccc([N+](=O)[O-])cn1)c1cccnc1	-17	-1	98	-3	0	-0.3	14	-0.2	3	-2
C=C[C@H]1C(O[C@@H]2O[C@H](CO)[C@@H](O)[C@H](O)[C@H]2O)OC=C2C(=O)N3CCc4cc(OC)c(O)cc4[C@H]3C[C@H]21 (stereo partly specified)	·	2	103	·	-2	-0.2	0	-2.6	1	-2
COc1cccc(-c2ccc3ncnc(NCc4cccs4)c3c2)c1	-3	-14	97	6	-7	0.3	-2	-2.8	1	-7
O=C1CCCC2=C1C(c1ccc(O)c(O)c1)c1c(ccc3ncccc13)N2 (stereo unspecified)	4	1	107	-4	-2	1.9	0	0.3	-3	-13
CCN(C(=O)Cn1cnc2cc([N+](=O)[O-])ccc2c1=O)C1CCS(=O)(=O)C1 (stereo unspecified)	0	5	102	3	2	-0.2	-1	-0.1	0	9
CCc1nc2sc3c(=O)[nH]cnc3c2c2c1CSC(C)(C)C2	-1	2	98	-12	9	0.2	3	1.2	2	25
C[C@H](CO)N1C[C@H](C)[C@@H](CN(C)C(=O)Nc2ccc(C(F)(F)F)cc2)Oc2ccc(NC(=O)Cn3cnnn3)cc2C1=O	16	7	96	-10	5	0.0	6	2.4	-5	7
O=C(c1ccc(F)c(F)c1)N1CCC2(CC1)NCCc1[nH]cnc12	-5	1	101	-5	1	-0.5	0	0.5	11	5
O=C(Cc1ccc(F)cc1)N1CCN(c2ccc([N+](=O)[O-])cc2)CC1	5	-5	103	-3	0	0.1	0	-0.5	-3	-11
CCOC(=O)N1CCN(C(c2ccc(C(C)C)cc2)c2sc3nc(C)nn3c2O)CC1 (stereo unspecified)	·	-7	96	-5	1	0.6	4	-2.1	-4	5
COc1cc(C(c2sc3nc(C)nn3c2O)N2CCOCC2)cc(OC)c1OC (stereo unspecified)	·	3	99	-3	4	0.3	1	-0.7	11	-11
CC(Nc1nc(N2CCN(CCO)CC2)nc2ccccc12)c1ccccc1 (stereo unspecified)	6	10	104	-19	-3	1.9	24	-1.2	-5	-2
C=CCn1c(SCC(=O)NC2CC2)nnc1C1CC1	-6	4	96	-5	2	0.0	8	0.7	-2	5
C[C@H](NC(=O)c1nc[nH]c1C(=O)N(C)CCO)c1ccccc1	·	0	105	-4	-1	0.3	8	-1.0	0	-3
CN(C(=O)COC(=O)Cc1ccccc1[N+](=O)[O-])C1CCS(=O)(=O)C1 (stereo unspecified)	2	-3	103	-6	3	-0.1	-3	0.3	6	1
Cc1cc(N)n(-c2ccccc2C)n1	-4	4	99	-4	1	-0.1	-1	0.6	6	4
O=C(COC(=O)/C=C/c1nc2ccccc2s1)Nc1cccc2ccccc12	-15	-2	99	-15	1	-0.1	-2	2.1	-2	0
Cc1ccc(OCC(=O)NNC(=O)CCc2ccccc2)cc1	0	-2	100	-7	0	-0.1	4	1.7	2	·
CSc1ccccc1NC(=O)CO/N=C(\C)c1cc2ccccc2o1	3	-11	99	3	-1	0.7	-1	2.9	-7	3
COc1ccc([N+](=O)[O-])cc1NC(=O)C(C)OC(=O)C1CC(=O)N(Cc2ccco2)C1 (stereo unspecified)	1	-4	102	-6	2	-0.2	-3	-0.4	-7	-6
More compounds
SMILES	PDI turbidity	H9c2 protect	ABCB6 inh MLPCN	CaV13 FRET inh	Glyco luc inh	aDG glyco up	Exocytosis inh	iPSC survival up	m5-HT2A agonist	Vif inh
CCCOc1ccc(C(=O)O)cc1	-3	-4	98	-1	2	0.9	13	-0.3	0	9
CC(=O)c1ccc(-n2c(C)c(C(C)=O)c3cc(O)ccc32)cc1	-3	28	96	-4	-10	0.1	-7	-0.6	-2	-2
CC1Cc2cc(S(=O)(=O)N3CCC(C(=O)NCc4ccco4)CC3)ccc2N1C(=O)C1CCC1 (stereo unspecified)	3	-3	103	-8	-5	0.2	-5	0.7	0	8
CCn1nnc(-c2ccccc2NC(=O)c2cccc(-n3cnnn3)c2)n1	-18	0	100	-7	2	1.6	-6	-3.1	4	-2
CCOC(=O)CN1C(=O)C(=O)N(Cc2ccccc2)C1=O	6	4	98	-1	0	0.0	2	0.8	9	·
O=C(O)CCCC(=O)N1CCc2cc(S(=O)(=O)N3CCc4ccccc43)ccc21	·	5	108	-3	0	0.1	1	1.2	-5	0
COc1cc(NC(=O)C2CCCCC2)c2ncccc2c1	1	-5	102	-5	1	-0.2	-4	-3.7	-2	-8
Fc1ccccc1COc1ccc(Br)cc1CNCC1CCCO1 (stereo unspecified)	-6	-18	90	-1	-2	2.5	10	-0.8	-15	4
CCc1ccc(NC(=O)CSc2nc3ccccc3c(=O)n2CCCC(=O)N2CCCC2)cc1	-4	17	99	-4	6	0.7	-3	-1.6	4	-5
Cc1ccc(CN2CC(C(=O)Nc3ccncc3)CC2=O)cc1 (stereo unspecified)	8	4	102	-4	1	-0.1	1	2.2	-4	-6
COc1ccc(C(=O)C(OC(=O)c2ccc(C)c(NC(C)=O)c2)c2ccccc2)cc1 (stereo unspecified)	9	4	98	-5	-1	0.1	-2	-1.4	3	5
O=c1[nH][nH]c2c1[C@H](c1ccccc1)O[C@H](C1CCCCC1)C2	·	·	107	-5	·	0.1	4	-0.9	-4	·
Fc1ccc(N2CCN(C3=Nc4cccc5cccc3c45)CC2)cc1	3	3	100	-5	9	0.2	22	-0.8	-6	-3
COc1cccc(NC(=O)Nc2nnc([C@H]3C[C@H](O)[C@@H](CO)O3)s2)c1	3	3	98	-9	1	0.0	-4	-0.6	2	2
CCC(=O)Nc1ccc2c(c1)nc(CCN1CCN(C)CC1)n2C	2	0	101	-5	-1	0.6	3	-2.0	3	9
O=C(Cc1ccccc1)NC1CCN(C(=O)NCc2ccccc2)CC1	5	6	88	-3	2	-0.3	0	0.7	5	·
Cc1noc(C)c1S(=O)(=O)N(C)C[C@H]1OCCCC[C@H](C)Oc2ccc(NC(=O)CCCN(C)C)cc2C(=O)N([C@H](C)CO)C[C@@H]1C	1	4	101	-5	0	0.2	-3	-1.3	5	3

Screens as filed in PubChem BioAssay.
